Source: PubChem (National Center for Advancing Translational Sciences (NCATS))
D2 PAM: positive allosteric modulators of human D2 dopamine receptor; potentiation, % at 10 µM; HEK293 T-REx D2, calcium flux, EC20 dopamine potentiation; P14416; AID 485347; 340,000 tested, 0.34% active;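 active means potentiation over 3 SD above the plate norm, cut at about 30% in these data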; further: 0% is about no effect
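Using a no-wash calcium dye in inducible, force-coupled HEK293 Trex cells expressing D2, we tracked fluorescence each second for 180 s after compound, then for 180 s after EC20 dopamine to detect augmented signalling.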
Vif-APOBEC3F blk: blocks the Vif interaction with APOBEC3F; Potency, µM (titrated, usually from 46.1 µM), for the others: at the top dose activity, negative = active; 390,000 tested, 0.2% active; HeLa A3F-eYFP + Vif (tagged APOBEC3F with the HIV-1 protein that degrades it), YFP fluorescence increase; further: potency means the concentration at half of the fitted maximal effect; % of control where 0% means no effect; nearly all actives have a fitted effect of over 65% in size
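HeLa cells stably expressing A3F-eYFP plus Vif, plated and incubated overnight at 37 deg C, then exposed to compounds overnight at 37 deg C. Blocked degradation read as raised yellow fluorescence (Ex 488/Em 500-530).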
D1 PAM: potentiators of human D1 dopamine receptor | 360,000 tested, 0.036% active | P21728 | HEK293 TREx D1 cells, calcium flux, dopamine EC20 potentiation | AID 504651 | potentiation, % at 10 µM; in the data active means potentiation above about 30%; further: 0% is about no effect
Target sequence (P21728 whole entry, looked up): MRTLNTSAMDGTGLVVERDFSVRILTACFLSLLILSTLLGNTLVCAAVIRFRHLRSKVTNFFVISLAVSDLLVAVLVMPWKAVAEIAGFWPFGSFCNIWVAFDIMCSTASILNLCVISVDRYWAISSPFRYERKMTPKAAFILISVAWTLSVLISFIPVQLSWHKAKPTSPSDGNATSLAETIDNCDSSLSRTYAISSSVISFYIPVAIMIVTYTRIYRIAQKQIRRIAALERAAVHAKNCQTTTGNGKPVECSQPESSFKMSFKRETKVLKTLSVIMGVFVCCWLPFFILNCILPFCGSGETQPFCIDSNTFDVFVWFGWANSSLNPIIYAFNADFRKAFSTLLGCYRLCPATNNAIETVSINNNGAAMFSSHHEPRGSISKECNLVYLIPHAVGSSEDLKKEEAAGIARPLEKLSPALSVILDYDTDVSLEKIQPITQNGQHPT
Vif-APOBEC3G blk: inhibitors of Vif-APOBEC3G interaction; Potency, µM (doses to about 46.1 µM), inactives show top-dose activity, negative = active, usual class: inhibitors; HeLa A3G-eYFP + Vif (tagged APOBEC3G with the HIV-1 protein that degrades it), YFP fluorescence, overnight; Q9HC16; 410,000 tested, 0.076% active;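 further: potency means the concentration at half of the fitted maximal effect; on the % scale 0 is the no-effect control and ±100 the full control effect; nearly all actives have a fitted effect of over 60% in size; hits raise eYFP signal because A3G escapes Vif-driven loss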
Target sequence (Q9HC16 whole entry, looked up): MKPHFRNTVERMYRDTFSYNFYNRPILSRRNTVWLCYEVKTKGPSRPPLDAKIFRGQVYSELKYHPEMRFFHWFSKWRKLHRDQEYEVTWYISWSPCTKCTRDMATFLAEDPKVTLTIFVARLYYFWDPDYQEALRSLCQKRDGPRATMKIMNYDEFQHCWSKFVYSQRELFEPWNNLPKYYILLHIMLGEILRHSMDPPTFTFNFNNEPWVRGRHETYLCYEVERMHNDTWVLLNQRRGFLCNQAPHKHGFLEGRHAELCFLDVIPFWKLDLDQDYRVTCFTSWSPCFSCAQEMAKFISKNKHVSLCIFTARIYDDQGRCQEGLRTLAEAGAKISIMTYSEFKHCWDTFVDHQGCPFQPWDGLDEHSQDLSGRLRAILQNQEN
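HeLa cells stably expressing Vif and C-terminally eYFP-tagged A3G, seeded overnight at 37 deg C, then exposed to compound by pintool overnight at 37 deg C. Rise in yellow fluorescence (Ex 488/Em 500-530, Acumen) marks blocked Vif-driven A3G degradation.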
RXFP1 ag: RXFP1 (human) receptor agonism; HEK293T-RXFP1 cAMP TR-FRET, 30 min; response scale: percent of porcine relaxin response, buffer zero; Q9HBX9; 370,000 tested, 0.3% active; AID 2676; Potency, µM (titrated, usually from 57.5 µM), inactives show top-dose activation, actives largely listed as activators; further: potency means the concentration at half of the fitted maximal effect; on the % scale 0 is the no-effect control and ±100 the full control effect; nearly all actives have a fitted effect of over 60% in size; many of its hits are not listed in these tables
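HEK293T cells stably expressing RXFP1 were pretreated with the PDE4 inhibitor Ro 20174, exposed to compounds for 30 min at 37C, lysed, and cAMP was read by TR-FRET. Data normalized to buffer (basal) and 29 nM porcine relaxin (100%).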
RXFP1 antagonist: antagonists of human relaxin receptor RXFP1; Q9HBX9; HEK293-RXFP1, relaxin-stimulated cAMP HTRF, 30 min; hits give low values; activity change, negative = inhibition, % at 57.5 µM; 350,000 tested, 0.59% active; AID 1259400;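 active means activity change of -60% or lower, but not beyond a set lower limit; inconclusive means change between -60% and -40%, or beyond the set limit; inactive means change above -40%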; further: on the % scale 0 is the no-effect control and ±100 the full control effect
D1 ag: activates the human D1 dopamine receptor; HEK293 T-REx D1 cells, calcium flux, agonist mode; 360,000 tested, 1% active; P21728; AID 504660; activation, % at 2 µM; in the data active means activation above about 30%; further: 0% is about no effect
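Inducible HEK293 T-REx D1 cells, force-coupled to calcium signalling, were plated at 4000 cells/well with tetracycline and held overnight at 30 C. After no-wash calcium dye loading, compound-evoked calcium rise over 180 s flagged agonists.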
D1 antagonist: antagonists of human D1 dopamine receptor; activity change, negative = inhibition, % at 10 µM; HEK293 TREx D1 cells, calcium flux, dopamine EC80; hits give low values; P21728; 360,000 tested, 3.2% active; in the data active means activity change below about -30%; further: on the % scale 0 is the no-effect control and ±100 the full control effect
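Tetracycline-induced HEK293 T-REx cells with force-coupled D1 receptor were loaded with a no-wash calcium dye. Compound was added after a 10 s baseline and read kinetically for 180 s; EC80 dopamine was then added and calcium flux followed another 180 s.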
GRP78 ERSR act: ER stress response induction in glioma; U87-MG GRP78 promoter luciferase reporter, 16 h; Potency, µM, inactives show at the highest dose activation, usual class: activators; 420,000 tested, 0.02% active; further: potency means the concentration at half of the fitted maximal effect; series mostly up to about 76 µM; % of control where 0% means no effect; nearly all actives have a fitted effect of over 35% in size
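Stably transfected U87-MG glioma cells carrying a GRP78-based luciferase sensor; 16 h compound incubation. Luminescence end-point read 10 min after Bright-Glo addition at room temperature.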
Numbers without * were called inactive; ? = inconclusive; . = not tested or not shown; & = joins results of further samples. Unless noted, the call rests on the fitted dose curve; in most records, active means well fitted curve in the direction sought with a large enough effect; inconclusive means small, poorly fitted or top-dose-only effect, or another doubt; inactive means no such curve, though single readings can be large; an effect the other way counts as inactive or inconclusive. Only part of the results is shown; the hit share may differ from the screen's.

canonical_smiles	D2 PAM	Vif-APOBEC3F blk	D1 PAM	Vif-APOBEC3G blk	RXFP1 ag	RXFP1 antagonist	D1 ag	D1 antagonist	GRP78 ERSR act
CCCOc1c(Br)cc(C(N)=O)cc1OCC	12	-3%	-6	?	2.9%	-3	1	4	3%
COC(=O)CN1C(=O)C(O)=C(C(C)=O)C1c1ccc([N+](=O)[O-])cc1 (configuration not stated)	.	0%	-2	-3%	0.0%	-6	4	5	-3%
CC(Sc1nnc(COc2ccccc2)n1Cc1ccccc1)C(=O)O (configuration not stated)	-22	11%	3	0%	-0.6%	10	1	-11	0%
CC(Sc1nnc(N)s1)C(=O)NCc1ccc2c(c1)OCO2 (configuration not stated)	-3	0%	-3	0%	3.0%	10	4	-1	-4%
Cc1nc2sc(C(c3cccc(F)c3)N3CCC(O)CC3)c(O)n2n1 (configuration not stated)	10	.	3	0%	0.4%	4	2	-15	-1%
OC1(c2cccc(C(F)(F)F)c2)CCN(CCN2CCCCC2)CC1	-14	-4%	4	3%	4.0%	1	-2	16	-3%
CCCCCCCCCCCCCCCC[N+](C)(C)Cc1ccc(F)cc1	.	-5%	.	-14%	.	-36	.	.	-10%
CC(NC(=O)Nc1nnc(C(F)(F)F)s1)(C(F)(F)F)C(F)(F)F	7	4%	-8	3%	2.3%	-8	41*	-29	-6%
COc1ccccc1C(=O)NCc1nnnn1-c1ccc(C)c(C)c1	8	1%	0	3%	1.1%	-17	-2	-3	-3%
Cc1ccc(CNC(=O)C2(c3cccs3)CCOCC2)cc1	17	-11%&-6%	-1&-7	5%&1%	-0.7%&2.0%	.	-5&0	-9	-2%&-2%
CC(=O)CC(C)(C)NC(C)=S	-16	1%	-1	-1%	0.0%	11	0	-29	-4%
COc1ccc2[nH]c(CN3CCC(n4nccc4NC(=O)C4CC4)CC3)c(C)c2c1	-8	0%	14	0%	-0.6%	-7	5	-5	-2%

Brought forward from above: two compounds, followed by the next part.
canonical_smiles	D2 PAM	Vif-APOBEC3F blk	D1 PAM	Vif-APOBEC3G blk	RXFP1 ag	RXFP1 antagonist	D1 ag	D1 antagonist	GRP78 ERSR act
CC(=O)CC(C)(C)NC(C)=S	-16	1%	-1	-1%	0.0%	11	0	-29	-4%
COc1ccc2[nH]c(CN3CCC(n4nccc4NC(=O)C4CC4)CC3)c(C)c2c1	-8	0%	14	0%	-0.6%	-7	5	-5	-2%
O=C(NCc1ccccn1)c1ccc(Cl)c(S(=O)(=O)N2CCCCC2)c1	15	4%	-5	-1%	-1.0%	2	6	6	-2%
Cc1cc(Cl)c(S(=O)(=O)NC2CCCC2)cc1OCC(=O)NC1CCCCC1	0	0%	-1	1%	0.9%	-9	4	-12	-1%
COc1ccc(/C=N/Nc2nnc(C)n2N)cc1OC	10	-12%	-7	-18%	6.2%	-8	3	-3	6%
CN(CC1CCCO1)S(=O)(=O)c1ccc(C(=O)NCc2ccccc2)cc1 (configuration not stated)	-4	-4%	0	0%	1.4%	-2	2	-11	-3%
Cc1cc(C)cc(OCC(=O)OCC(=O)NCc2cccs2)c1	6	-4%	-6	0%	-1.6%	-9	1	-2	5%
CC(C)NC(=O)CCc1nc2cccnc2n1-c1ccccc1	-13	-9%	-8	4%	4.8%	-13	0	0	-3%
COc1ccc(NS(=O)(=O)c2c(C)cc(C)cc2C)cn1	4	-20%	2	-6%	0.9%	-20	7	-19	-3%
CCCn1c(N)c(C(=O)CSc2nnc3ccccn23)c(=O)[nH]c1=O	.	1%	.	0%	.	-7	.	.	-2%
CC(C)(C)c1cc(NC(=O)CSc2nncs2)n(-c2ccccc2)n1	-19	-5%	6	1%	4.7%	-5	0	21	-5%
COc1cccc2c1SCc1ccccc1C2CC(N)=O (configuration not stated)	.	5%	.	-2%	.	12	.	.	2%
O=C(CS(=O)(=O)c1ccccc1)c1ccc2c(c1)OCCO2	8	1%	-2	2%	-0.6%	.	11	3	-6%
O=C(NCc1ccncc1)C(=O)NCC(c1ccco1)N1CCN(c2ccccc2)CC1 (configuration not stated)	-8	-2%	-1	4%	3.5%	8	6	4	-2%
COc1cccc(C(=O)c2ccccc2NC(C)=O)c1	.	-3%	.	-1%	.	-6	.	.	-5%
Cc1c(Cl)cccc1NC(=O)C(=O)NCCc1csc(-c2ccc(C(F)(F)F)cc2)n1	14	-6%	5	-4%	11%	9	4	12	-3%
O=C(O)C1=C[C@H](c2ccc(F)cc2)C[C@H](OCc2ccc(CO)cc2)O1	3	3%	6	-1%	-0.2%	.	3	-6	-4%
CCCS/C(N)=N/N=C/c1ccccc1O	-10	-1%	1	-8%	-0.4%	-12	-2	15	12%
COc1cccc(CNC(=O)Cc2csc(Nc3nc(=S)[nH]c4ccccc34)n2)c1	14	-20%	2	-11%	7.7%	-10	1	0	20%
COc1cccc(Cn2ccn(-c3ccc(F)cc3)c(=O)c2=O)c1	-9	0%	3	-5%	0.2%	6	4	0	-2%
CN(Cc1ccccc1)c1oc(COc2ccccc2F)nc1C#N	8	1%	.	-5%	-0.4%	-30	29	-33*	0%
CNC(=O)C1CC(=O)N(c2ccc(OCC(=O)NCc3ccccc3)cc2)C1 (configuration not stated)	14	-4%	.	-1%	0.6%	7	5	-6	0%
CCN(CC)c1ccc(/C=C2/C(=O)ON=C2C)cc1	-2	?	-9	1%	-0.1%	-9	15	-14	4%
O=C(Nc1ccc(F)c([N+](=O)[O-])c1)C1CCCO1 (configuration not stated)	.	6%	.	-3%	.	-1	.	.	-4%
COc1ccc(-c2n(Cc3ccccc3)c3ccccc3[n+]2Cc2ccccc2)cc1	-17	-3%	-4	5%	1.3%	?	2	-9	-4%
COc1ccc(-c2noc(-c3ccc(N4CCOCC4)c([N+](=O)[O-])c3)n2)cc1	-2	5%	-3	3%	0.3%	.	10	-21	-1%
Cc1ccc(C)c(NC(=O)c2ccc(N(C)S(C)(=O)=O)cc2)c1	8	1%	0	0%	0.6%	16	0	0	-3%
Cc1cc(C(=O)NCCc2ccc(Cl)cc2)no1	-4	-5%	-5	4%	-0.8%	5	1	-26	-1%
COc1cccc2oc3ccc(C#Cc4ccccn4)cc3c(=O)c12	-4	5%	3	1%	0.0%	.	4	23	-3%
O=C(c1ccc(Oc2ccccc2)cc1)c1nc2c(n1O)CCCC2	4	-22%	2	-19%	2.6%	-6	2	-15	1%
Cc1ccc(OCCC(=O)OCC(=O)N2c3ccccc3NC(=O)C2(C)C)cc1	-4	6%	-6	-1%	0.1%	-2	1	-14	-3%
Cc1cc2c(=O)n(Cc3ccco3)c(SCC(=O)NCc3ccco3)nc2s1	1	5%	0	-8%	14%	19	-4	18	0%
COc1ccccc1CNC(=O)[C@@H]1CCCN1S(=O)(=O)c1ccc(Cl)cc1	8	-12%	-1	-2%	3.5%	5	-1	-4	-4%
COc1ccc(NS(=O)(=O)c2ccc(NC(=O)CCNS(=O)(=O)c3ccc(C)cc3)cc2)cc1	2	7%	3	0%	-1.7%	-1	6	12	-3%
CC(=O)N1CCC(N(C(=O)Nc2ccc(F)cc2)C2CCCC2)CC1	1	-3%	.	2%	-0.2%	.	0	-4	-3%
COc1cccc(NC(=O)CSc2nccn2Cc2ccc3c(c2)OCO3)c1	.	.	-2	.	-4.2%	8	2	-12	.
C(=C\N1CCCCCC1)/c1nnnn1-c1ccc(-c2ccccc2)cc1	-1	8%	-4	-1%	-2.7%	-19	5	2	-4%
Cc1cc(C(=O)N2CCN(C/C=C/c3ccccc3)CC2)no1	1	-15%	-3	-1%	-1.3%	-14	6	15	-3%
CSc1cc(-c2ccc(Cl)cc2)[nH]c(=O)c1C#N	-3	-21%	1	0%	?	-2	-2	-2	-5%
O=S(=O)(Nc1ccc(-c2nc3cccnc3s2)cc1)c1cc(F)ccc1F	10	-9%	-6	-19%	15%	0	4	-9	8%
CCN1CCN(CCNC(=O)CCCn2nc(C)c3c(C)n(-c4ccc(C)cc4)nc3c2=O)CC1	-2	5%	-11	0%	3.7%	4	7	10	3%
COc1cccc(N2CCN(C(=O)Cn3ncc4c3-c3ccccc3OC4)CC2)c1	-16	-6%	-2	-2%	0.1%	.	3	-10	-2%
Cc1cc(C(=O)CN2C(=O)c3cccc(N)c3C2=O)c(C)n1Cc1cccs1	10	4%	9	0%	5.4%	-6	3	3	-2%
COc1cc(OC)c2cc(C(=O)N[C@@H](Cc3ccccc3)C(=O)O)n(C)c2c1	14	-7%	-4	-8%	3.8%	3	3	-5	-3%
N#C/C(=C\C=C\c1ccccc1[N+](=O)[O-])C(=O)NC1CCCCC1	17	5%	-4	5%	-1.4%	?	-4	0	-9%
CCCCn1c(N)c(N(CC(C)C)C(=O)C2CCC2)c(=O)[nH]c1=O	.	-1%	-2	10%	-0.3%	3	2	10	-2%
CCCCc1nc(NCc2ccccc2)c(C#N)c2c1CCCC2	0	-1%	1	-9%	3.2%	-6	2	-1	-3%
O=C(Nc1ccc(F)c(F)c1)C1CCCN(S(=O)(=O)c2cnc[nH]2)C1 (configuration not stated)	-1	-3%	-4	2%	-0.1%	.	0	-7	-1%
CCOC(=O)CNC(=O)CSc1nc2nc(C)c(Br)cc2[nH]1	-8	-6%	-2	2%	1.1%	-9	1	-6	5%
Cc1ccc(S(=O)(=O)N2CCCC2=O)c(C)c1N(C)S(C)(=O)=O	1	-8%	-6	-2%	-0.5%	-11	3	0	-2%
COC(=O)c1c(NC(=O)c2cccc(OC)c2)sc2c1CCC(C(C)(C)C)C2 (configuration not stated)	0	-1%	2	9%	-0.2%	-1	1	-15	-3%
CCOC(=O)c1cnc(-n2nc(C)cc2C)nc1N1CC(C)OC(C)C1 (configuration not stated)	.	3%	.	0%	.	-5	.	.	-1%
CC(=O)N1CCc2c(sc(NC(=O)c3ccc4c(c3)OCCO4)c2C#N)C1	-8	-10%	1	?	?	.	3	8	0%
